SSB-PriA inh = blocks PriA binding to SSB C-terminal tail; inhibition, % at 33 µM; AlphaScreen SSBct-PriA binding, biotinylated peptide; 430,000 tested, 0.6% active; in the data active = inhibition mostly above about 37%, no sharp cut-off; inactive = mostly below about 20%;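 note: plate controls were negative control peptide for no effect and reference peptide for full effect; strong numbers were not always called active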
* = called active by the depositor; & = joins results of further samples. An excerpt. The share of hits here may be higher or lower than overall.

SMILES	SSB-PriA inh
C[C@H]1CCCN(S(=O)(=O)CCNC(=O)c2ccc3c(c2)OCO3)C1	-4
O=C(NCc1cccnc1-c1cccs1)c1cc(Br)cs1	-9
Cc1ccc(N2C(=O)CC(N3CCNC3=C3CC/C(=C\c4ccccc4)C3=O)C2=O)cc1 (configuration not stated)	-12
COc1cccc2cc(C(=O)C3=C(O)C(=O)N(CCCN(C)C)C3c3cccs3)oc12 (configuration not stated)	-5
Cc1[nH]c2ccccc2c1C=NNC(=O)CNC(=O)c1ccccc1	0
CCc1nc(-c2ccc(N3CCN(C(=O)C4CCN(S(C)(=O)=O)CC4)CC3)nc2)no1	-5
Cc1ccc2oc(C(=O)N3CCCc4ccccc43)cc2n1	-5
O=C(CCS(=O)(=O)c1ccc(Cl)cc1)Nc1ccccc1Oc1ccccc1	-1
Cc1cc(NC(=O)C2COc3ccccc3O2)on1 (configuration not stated)	-10
Cc1cc(NN=Cc2ccc(Cl)cc2)nc(NCc2ccccc2)n1	1
O=S(=O)(c1ccc(Cl)s1)N1CCN(c2ccc(-c3ccc(F)cc3)nn2)CC1	4
O=C(N=C1SC2CS(=O)(=O)CC2N1c1ccc(Cl)cc1)c1ccccc1 (configuration not stated)	3
O=C(CN1C(=O)c2ccccc2C1=O)OCC(=O)c1ccc(-c2ccccc2)cc1	-3
CCOC(=O)c1ccc2nc(NC(=O)CCSc3ccccc3)sc2c1	-15
COc1ccccc1OCC(=O)Nc1nnc(Cc2ccccc2)o1	0
Cc1c(C(O)=C2C(=O)C(=O)N(CCCN(C)C)C2c2cccs2)cnn1-c1ccccc1 (configuration not stated)	-8
COc1cccc(C(=O)N2CCN(c3cc(N(C)C)cnn3)CC2)c1	-3
O=C(NCCn1ncc2c(=O)n(Cc3cccc([N+](=O)[O-])c3)cnc21)c1ccco1	-4
C=CCN(CC=C)S(=O)(=O)c1ccc(C(=O)Nc2sccc2C#N)cc1	-18
NC(=O)C1CCN(C(=O)CCc2nc3sc4c(c3c(=O)[nH]2)CCCCC4)CC1	-2
CCn1c(C)nnc1SCc1nc(-c2ccc(OC)cc2)oc1C	-10
O=[N+]([O-])c1ccc(C=Nn2c(-c3ccccc3)n[nH]c2=S)cc1	-12
O=C(COc1cccc2ccc(N3CCC(Cc4ccccc4)CC3)nc12)NCc1ccco1	-7
COc1ccc(-c2cc3c(=O)[nH]nc(SCC(=O)Nc4ccc(C)c(Cl)c4)n3n2)cc1	-18
CCCCC(=O)NN=Cc1c(O)n(CCc2ccc(OC)c(OC)c2)c(=O)[nH]c1=O	2
Cn1nc(CNC(=O)c2c(F)cccc2Cl)cc1-c1cccs1	21
O=C(CSc1nc2c(sc(=S)n2-c2ccc(Cl)cc2)c(=O)[nH]1)NC1CCCC1	-12
CCOc1ccccc1C(=O)NCC1CCN(Cc2cccs2)CC1	-5
O=C(O)c1ccc2cnccc2c1	2
COc1ccc(-n2nc3c(c2NC(=O)C(=O)NCc2ccco2)CSC3)cc1	7
O=S(=O)(c1cccs1)N1CCSC1c1ccccc1F (configuration not stated)	-9
CC(C)C(=O)Nc1c(-c2ccccn2)nsc1C(=O)NC1CCCC1	-8
CC(=O)NC(CCS(C)(=O)=O)C(=O)Nc1ccc(-c2nc3ccc(C)cc3s2)cc1 (configuration not stated)	1
O=C(CSc1ccc(-n2cccn2)nn1)NCc1ccc2c(c1)OCO2	-3
Cn1c(=O)[nH]cc(C(=O)N2CCN(c3cccc(C(F)(F)F)c3)CC2)c1=O	-14
O=C(CN1CN(c2cccc(F)c2)c2ncccc2S1(=O)=O)Nc1ccccc1Cl	1
CCCc1nnsc1C(=O)NCc1nc(COc2ccc(OC)cc2)no1	-12
CCOc1ccc(S(=O)(=O)N2CCCN(S(=O)(=O)c3ccc(OCC)c(C)c3C)CC2)c(C)c1C	-6
O=C(NCC1CCN(C(=O)c2cc3ccccc3o2)CC1)c1cc2ccccc2[nH]1	-9
Cc1cccc(C(=O)Nc2ccc(C(=O)NN=Cc3ccc(C)o3)cc2)c1	5
Cn1cc(SCC(=O)NCc2ccco2)c2ccccc21	6
O=C(NCCCl)NCc1nnnn1-c1ccc(F)cc1	-21
O=C(c1ccc(OC(F)(F)F)cc1)N1CCc2ncncc2C1	-10
O=C(NCCC1=CCCCC1)C(=O)NCC1CCN(Cc2cccs2)CC1	-9
Nc1nnnn1N=Cc1ccc(Br)cc1	-11
O=C(C1CC1)N1Cc2cnc(N3CCOCC3)nc2C1	-12
CCn1nccc1C(=O)N1CCN(S(C)(=O)=O)CC1	-10
O=C(NCCN1CCN(c2ccccc2)CC1)C(=O)Nc1ccc2c(c1)OCO2	-12

Among those listed so far, two contain a nitro group on carbon:
SMILES	SSB-PriA inh
O=C(NCCn1ncc2c(=O)n(Cc3cccc([N+](=O)[O-])c3)cnc21)c1ccco1	-4
O=[N+]([O-])c1ccc(C=Nn2c(-c3ccccc3)n[nH]c2=S)cc1	-12

Two entries picked at random from the list so far:
SMILES	SSB-PriA inh
O=C(c1ccc(OC(F)(F)F)cc1)N1CCc2ncncc2C1	-10
CCOc1ccc(S(=O)(=O)N2CCCN(S(=O)(=O)c3ccc(OCC)c(C)c3C)CC2)c(C)c1C	-6

(list continues)
SMILES	SSB-PriA inh
COc1cccc([C@H](CNC(=O)NCc2cccs2)OC)c1	-5
CN(C)S(=O)(=O)c1ccc(C(=O)NCC(=O)NN=Cc2cccs2)cc1	-5
O=C(Cn1cnc2c(sc3cccc(F)c32)c1=O)Nc1ccccc1C(F)(F)F	-8
CC(C)(C)NC(=O)Nc1nnc(SCc2cccc([N+](=O)[O-])c2)s1	-15
CCOC(=O)Nc1cnn(C2CCOCC2)c1	-9
CC(=NNC(=O)c1ccc2c(c1)OCO2)c1ccc2c(c1)OCO2	-3
O=C1C=C(Nc2ccccc2)C(=O)N1c1ccccc1	-1
CCc1nc(NCCc2ccc(OC)c(OC)c2)c2oc3ccccc3c2n1	-9
Cc1cc(OC(=O)c2ccccc2I)c([N+](=O)[O-])c(=O)[nH]1	-7
CCOc1cccc2cc(-c3csc(NC(=O)C4=COCCO4)n3)oc12	-7
CN=c1scc(-c2ccccc2F)n1N=Cc1ccc(O)c(O)c1O	29
CC(=NNc1ccccc1C(=O)O)c1cccs1	-5
Cc1ccc(S(=O)(=O)CC(=O)Nc2cccc(Cl)c2)cc1	-13
O=C1OCc2ccccc21	5
COc1ccc(Cc2nnc(SCC(=O)Nc3ccc(F)cc3)n2-n2cccc2)cc1OC	-1
Brc1ccc(C=NNc2ncnc3c2cnn3Cc2ccccc2)cc1	-11
Cn1cc(S(=O)(=O)Nc2nc3ccccc3nc2Nc2cccc(OC(F)F)c2)cn1	-23
Cc1cc(C(=O)NN=Cc2ccco2)n[nH]1	-11
CCc1nc2ccc(C(=O)N3CC(Oc4nccs4)C3)cc2s1	3
O=C(NCCc1ccccc1)C(=O)NCCN1CCN(c2ccccc2)CC1	-12&3
Cn1ccc(C(=O)Nc2nc3c(s2)CCCC3)n1	14
CCN1CCN(S(=O)(=O)c2ccc(Cl)c(C(F)(F)F)c2)CC1	-8
CCOc1ccc(S(=O)(=O)NCCn2nc(-c3ccncc3)ccc2=O)c(OCC)c1	-14
CC1=CC(=O)C(N=[N+]=[N-])=C(C)C1=NC(=O)c1ccc(C)cc1	14
COc1ccc(NC(=O)CSc2ccc(NC(=O)c3ccccc3F)nn2)cc1	-20
O=C(NCc1ccc(Cl)cc1)Nc1ccc2c(c1)CCCN2C(=O)C1CC1	-2
Clc1ccc(-c2csc(-c3cc4cc(Cl)ccc4oc3=Nc3ccccc3)n2)cc1	-1
CCN(CC)CCSc1ccc(NC(=O)c2ccccc2F)nn1	-3
COc1cccc(C(=O)Nc2nonc2-c2ccc(Cl)cc2)c1	-13
COc1ccc(C(=O)OC(c2ccccc2)c2nccc3ccccc23)cc1OC (configuration not stated)	6
Clc1ccc(N2CCN(c3ncnc4nc[nH]c34)CC2)cc1Cl	0
O=C(CC1CCCCN1S(=O)(=O)c1ccccc1)NCc1ccccn1 (configuration not stated)	34
COc1cc(C=NNc2ccccc2)ccc1O	14
CCOc1ccc(S(=O)(=O)NCC2(Sc3ccccc3)CCOCC2)cc1F	-11
O=C(CCl)N1CCN(Cc2ccccc2)CC1	-2
CCn1nc(C(=O)Nc2nc3c(s2)CCc2ccccc2-3)cc1C	-17
CSc1cccc(NC(=O)Nc2ccc(Nc3cc(-n4cccn4)ncn3)cc2)c1	2
Cc1cc(=O)[nH]c(NN=Cc2cccs2)n1	2
CCN(CC)CCN(C(=O)c1ccc2c(c1)OCCO2)c1nc2c(F)cccc2s1	10
Cc1ccc(NC(=O)Cn2nc(C)c3cnn(-c4cccc(Cl)c4)c3c2=O)cc1Cl	1
CC(=O)Nc1c(C)nc2ccc(Cl)cn2c1=O	-20
CC(=NNC(=O)NC1CCCCC1)c1ccc(Cl)s1	7
CCOC(=O)CCC(=O)N1CCC(c2nnc(-c3ccco3)o2)CC1	-19&-3
Nc1nonc1-n1nnc(C(=O)NN=Cc2ccccc2Cl)c1-c1ccc2c(c1)OCO2	10
CNC(=O)c1cccc(-c2noc(C3CN(CC(=O)Nc4nccs4)C3)n2)c1	-10
CSc1nc2ccc3nc(Nc4nc5cc6c(cc5s4)OCO6)sc3c2s1	1
Cc1ccc(CSc2nc(-c3cccc(Cl)c3)nc3c2Cc2c(CO)cnc(C)c2O3)cc1	-5
Cc1ccc2oc(C(=O)Nc3ccc(S(=O)(=O)Nc4nccs4)cc3)cc2n1	1
CC1Cc2cc(C(O)=C3C(=O)C(=O)N(CCCn4ccnc4)C3c3cccc([N+](=O)[O-])c3)ccc2O1 (configuration not stated)	1
COc1ccc2nc(-c3cccc(NS(=O)(=O)c4cccc(Cl)c4)c3)cn2n1	-7
O=C(Nc1ccc2c(c1)CCCN2C(=O)C1CC1)c1ccc([N+](=O)[O-])cc1Cl	-13
O=C(NN=Cc1c(O)n(C2CC2)c(=S)[nH]c1=O)c1ccccc1Cl	9
COCCN1CCC(CNC(=O)COc2ccc(Cl)cc2)CC1	-10
CCOC(=O)c1cc(C(=O)N/N=C\c2cc(OC)c(OC)c(OC)c2)c(C)nc1C	4
NC(=NOC(=O)c1ccc(Br)o1)c1cccnc1	-3
Cc1ccc(S(=O)(=O)N2CCC(C(=O)Nc3ccccc3S(C)(=O)=O)CC2)cc1	-7
CN(Cc1c(C(=O)NN=Cc2cccs2)nnn1-c1nonc1N)c1ccccc1	18
COC(=O)CSC1=C(C#N)C(c2ccccc2Cl)C(C(=O)OC)C(=O)N1 (configuration not stated)	-6
COc1ccc(S(=O)(=O)NCC(C)(O)Cc2ccco2)cc1Cl (configuration not stated)	0
COc1ccc(C)cc1S(=O)(=O)NC[C@H]1CCS(=O)(=O)C1	1

Part of the list above in order of formula weight, smallest number first.
SMILES	SSB-PriA inh
COc1ccc(C)cc1S(=O)(=O)NC[C@H]1CCS(=O)(=O)C1	1
COc1ccc(S(=O)(=O)NCC(C)(O)Cc2ccco2)cc1Cl (configuration not stated)	0
O=C(NN=Cc1c(O)n(C2CC2)c(=S)[nH]c1=O)c1ccccc1Cl	9
COC(=O)CSC1=C(C#N)C(c2ccccc2Cl)C(C(=O)OC)C(=O)N1 (configuration not stated)	-6
O=C(Nc1ccc2c(c1)CCCN2C(=O)C1CC1)c1ccc([N+](=O)[O-])cc1Cl	-13
Cc1ccc(S(=O)(=O)N2CCC(C(=O)Nc3ccccc3S(C)(=O)=O)CC2)cc1	-7
CC1Cc2cc(C(O)=C3C(=O)C(=O)N(CCCn4ccnc4)C3c3cccc([N+](=O)[O-])c3)ccc2O1 (configuration not stated)	1

Later entries.
SMILES	SSB-PriA inh
O=C(Nc1ccc2c(c1)OCO2)N1CCCC(c2nnc(Cc3ccc(F)cc3)o2)C1 (configuration not stated)	12
CC(=NNC(=O)c1ccc(Br)o1)c1cccc(NC(=O)c2ccc(C)o2)c1	1
CC(=NOc1nc(C)cc(C)n1)c1ccccc1	-1
CCCCCn1nc(C)c(C=NNC(=O)c2ccoc2C)c1C	5
CCS(=O)(=O)c1ccccc1C(=O)N1CCN(c2nc3c(OC)ccc(OC)c3s2)CC1	-9
CCC(=NNC(=O)c1c(C)nc2ccccn12)c1ccc(Cl)cc1	-2
Cn1cc(C(=O)NCC2CCN(C(=O)NC(C)(C)C)CC2)nn1	-1
COC(=O)c1ccc(NC(=O)CN2CCC(c3nc4ccccc4[nH]3)CC2)cc1	-10
O=C(Cc1cccnc1)NC1CCC(Oc2ncc(F)cn2)CC1 (configuration not stated)	6
Cc1nc(C)c(C(=O)N2CCC(Oc3ccc(N(C)C)nn3)C2)s1 (configuration not stated)	-5
CC(CC(=O)Nc1cccc(F)c1)=NNC(=O)C(=O)NC1CCCCC1	-4
CC(=O)n1cc(C=NNC(=O)c2sc(C)nc2C)c2ccccc21	-6

In a second layout: results already given.
Cc1cc(NN=Cc2ccc(Cl)cc2)nc(NCc2ccccc2)n1
  SSB-PriA inh = 1
O=S(=O)(c1cccs1)N1CCSC1c1ccccc1F (configuration not stated)
  SSB-PriA inh = -9
CCn1nc(C(=O)Nc2nc3c(s2)CCc2ccccc2-3)cc1C
  SSB-PriA inh = -17
CN(Cc1c(C(=O)NN=Cc2cccs2)nnn1-c1nonc1N)c1ccccc1
  SSB-PriA inh = 18

(further entries)
SMILES	SSB-PriA inh
CC(=O)NN=C(C)c1cccc(NC(=O)c2cccs2)c1	-13
N#Cc1ccccc1NC(=O)c1cccc(C(F)(F)F)c1	-1
O=C(c1ccccc1)N1CCN(c2nccn2-c2cccc(Cl)c2)CC1	40
O=C(Nc1ccc2c(c1)OCCO2)c1csc(Nc2ccc(OC(F)F)cc2)n1	-8
COc1ccc(-c2cc(=O)n(CC(=O)N3CCN(c4cccc(Cl)c4)CC3)cn2)cc1	-9
O=C(Nn1cnnc1)C1CCCN(c2cc(-n3cccn3)ncn2)C1 (configuration not stated)	-5
O=C(Nc1ccc(S(=O)(=O)NC2CCCCC2)cc1)C1CCCO1 (configuration not stated)	-1
O=c1c(NCc2ccccc2Cl)nccn1-c1ccc2c(c1)OCO2	37*
Cc1nc2scc(-c3cccc(NS(=O)(=O)c4cccs4)c3)n2c(=O)c1C	-5
O=C(Nc1cccc2ccccc12)C12CC3CC(CC(C3)C1)C2	-7
Cc1ccccc1OCC(=O)NCC(=O)NN=Cc1ccc(Br)o1	-6
